# Assay outcomes as filed in PubChem.
# GDH-TPI inh: counter-screen for M. tuberculosis FBA inhibitors: GDH-TPI coupled enzymes; 360,000 compounds, 1.2% hits; GDH-TPI coupled enzyme counterscreen, NADH absorbance; inhibition, % at 4.8 µM;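 also: 0% = DMSO wells and 100% = wells lacking the enzyme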
# MazEF act: MazEF (E. coli) toxin RNase activation. P0AE70. FAM/BHQ RNA-DNA oligo cleavage fluorescence, 5 h. activation, % at 20 µM. 350,000 compounds, 0.32% hits. AID 504720; in the data active = activation above about 50%
# Target sequence (P0AE70 whole entry, looked up): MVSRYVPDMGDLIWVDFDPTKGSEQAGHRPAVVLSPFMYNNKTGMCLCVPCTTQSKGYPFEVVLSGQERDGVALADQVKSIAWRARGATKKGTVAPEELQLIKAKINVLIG
# CCHFV vOTU inh: blocks the CCHF virus ovarian tumor domain protease; CCHFV vOTU protease, Pep-AMC fluorescence; inhibition, % at 11.5 µM; 370,000 compounds, 0.55% hits; AID 651958; also: 0% = vehicle wells with enzyme and 100% = no enzyme wells
# FadD28 FP inh: inhibitors of Mycobacterium tuberculosis FadD28 bisubstrate binding | FadD28 bisubstrate probe binding, fluorescence polarization | inhibition, % at 12.5 µM | 360,000 compounds, 0.22% hits; in the data active = inhibition above about 8.5%, passing the limit was not always enough; inconclusive = no clear call, values can overlap the other calls
# BoNT F protease: BoNT F light chain protease inhibition | Multiplex microsphere protease cleavage assay, flow cytometry | 360,000 compounds, 0.22% hits | inhibition, % at 10 µM | AID 588497; in the data active = inhibition above about 35%, passing the limit was not always enough; inconclusive = no clear call, values can overlap the other calls; also: plate controls were buffer without enzyme for full effect and enzyme alone for no effect
# FBA Mtb inh: inhibits M. tuberculosis FBA enzyme; inhibition, % at 1 µM; AID 588726; purified M. tuberculosis FBA, fluorescence read-out; 360,000 compounds, 2.3% hits; in the data active = inhibition above about 27%;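 also: 0% = vehicle and 100% = reference inhibitor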
# Target sequence (P9WQA3 whole entry, looked up): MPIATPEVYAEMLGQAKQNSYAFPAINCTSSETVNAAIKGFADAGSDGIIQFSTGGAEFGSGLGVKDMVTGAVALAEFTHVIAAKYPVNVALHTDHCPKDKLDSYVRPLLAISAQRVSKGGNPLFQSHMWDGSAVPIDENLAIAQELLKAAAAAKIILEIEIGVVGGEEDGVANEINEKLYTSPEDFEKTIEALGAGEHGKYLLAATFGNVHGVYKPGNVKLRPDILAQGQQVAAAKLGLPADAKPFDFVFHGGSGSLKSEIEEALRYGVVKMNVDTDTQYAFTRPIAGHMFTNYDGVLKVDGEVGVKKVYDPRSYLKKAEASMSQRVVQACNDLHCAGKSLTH
# Mtb UGM inh: blocks M. tuberculosis UGM enzyme. 320,000 compounds, 0.06% hits. purified UGM, fluorescence polarization probe displacement. inhibition, % at 10 µM; in the data active = inhibition above about 10%, passing the limit was not always enough; inconclusive = no clear call, values can overlap the other calls
# VHR inh abs: inhibitors of human VHR1 phosphatase (DUSP3) | P51452 | recombinant VHR phosphatase, pNPP absorbance | inhibition, % at 13.3 µM | 290,000 compounds, 0.52% hits | AID 1654; in the data active = inhibition above about 50%; also: some compounds called inactive have numbers as strong as hits
# Target sequence (P51452 whole entry, looked up): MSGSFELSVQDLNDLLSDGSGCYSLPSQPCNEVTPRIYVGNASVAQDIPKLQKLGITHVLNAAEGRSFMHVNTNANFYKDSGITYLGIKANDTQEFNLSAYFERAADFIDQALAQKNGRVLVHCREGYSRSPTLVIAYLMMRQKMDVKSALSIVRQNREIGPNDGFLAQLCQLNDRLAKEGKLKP
# Mtb BioA inh: inhibitors of Mycobacterium tuberculosis BioA enzyme | purified M. tuberculosis BioA enzyme, plate reader | inhibition, % at 9.99 µM | 360,000 compounds, 0.096% hits | AID 602481; in the data active = inhibition above about 40%; inconclusive = no clear call, values can overlap the other calls
# Rv3671c protease: inhibits the M. tuberculosis serine protease Rv3671c; AID 2606; P9WHR9; inhibition, % at 5.96 µM; 320,000 compounds, 0.048% hits; in the data active = inhibition above about 38%;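 also: extracellular domain of Rv3671c used as enzyme; 0% = enzyme with DMSO and 100% = no enzyme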
# The depositor's hits bear a star; ? = inconclusive; · = not tested or not shown; + = active, no number; & = joins results of further samples. Rule as the data show it, unless noted: active = inhibition above about 30%; inactive = the rest.
SMILES,GDH-TPI inh,MazEF act,CCHFV vOTU inh,FadD28 FP inh,BoNT F protease,FBA Mtb inh,Mtb UGM inh,VHR inh abs,Mtb BioA inh,Rv3671c protease
NS(=O)(=O)c1ccc(N2N=C(c3ccccc3)CC2c2ccc(Br)cc2)cc1 (configuration not stated),9,·,-72,-1.9,4,187*,·,·,0.5,·
O=C(O)C1Sc2[nH]c(=O)sc2C2c3cc(Br)ccc3OC(=O)C12 (configuration not stated),0,-11,-6,3.9,4,-3,0.0,-12,·,-7
CC12CN(NC(=O)c3ccccc3F)C3(C#N)CC1CCC23C (configuration not stated),-5,9,9,-3.5,-6,-1,-3.1,4,·,-2
CC1CC1c1ccc(/C=C(\C#N)C(=O)Nc2ccc(Cl)cc2Cl)o1 (configuration not stated),10,-139,-1,1.5,-3,3,-0.7,-11,·,-11
Cc1cc(=O)n2nc(N3CCCC3C(=O)NCCCN3CC(C)CC(C)C3)sc2n1 (configuration not stated),8,7,2,-1.7,1,3,0.3,-8,-0.1,1
CCCCN(C(=S)NC(=O)c1ccccc1)c1c(N)n(Cc2ccccc2)c(=O)[nH]c1=O,6,0,-9,0.3,-2,3,2.1,-3,-0.9,0
COc1ccc(NC(=O)c2nn(C)cc2[N+](=O)[O-])cc1,14,-12,8,-0.7,-15,-2,-0.7,18,·,8
COC(=O)c1ccc(S(=O)(=O)c2ccc(C(=O)OC)s2)s1,·,-2,-8,·,·,·,-0.1,10,·,-3
CCN(CC)c1ccc(NC(=O)c2cc(OC)cc(OC)c2)c(C)c1,-1,10,16,-0.7,-10,1,·,21,-3.1,6
Oc1ccc(Br)cc1C=Nc1ccc2[nH]ncc2c1,7,-1,-29,-0.8,-1,40*,-0.9,4,0.7,-6
Cc1nc(C)c(-c2ccc(SCC(=O)Nc3ccc(C)c(Cl)c3)nn2)s1,4,44,-8,-4.3,0,-2,0.2,7,-0.8,-9
CCOC1=C2[C@@H](CN(S(=O)(=O)c3ccc(C)cc3)[C@H]2c2ccccc2Cl)[C@H]2C(=O)N(C)C(=O)[C@H]2C1,·,·,3,-4.1,1,4,·,·,4.8,·
O=C(NCCCn1ccnc1)C(=O)NCC1OCCCN1S(=O)(=O)c1ccc(F)cc1 (configuration not stated),4,8,2,0.4,-3,0,0.4,19,·,7
Cc1cc(NC(=O)CSc2nc3ccccc3c(=O)n2Cc2ccc(F)cc2)no1,16,-51,-1,-0.6,7,-1,-3.6,19,·,-2
O=C(O)C1Nc2c(Cl)cc(Cl)cc2C2C=CCC12 (configuration not stated),-1,5,·,14*,?,-1,0.4,71,1.2,3
N#CC(c1cccc(C(F)(F)F)c1)(c1ncc(C(F)(F)F)cc1Cl)N1CCOCC1 (configuration not stated),11,-13,0,-3.2,-2,-3,-1.6,20,0.6,1
CC1CCN(C(=O)CN(c2ccc(Cl)c(C(F)(F)F)c2)S(C)(=O)=O)CC1,8,4,1,1.1,-5,2,-0.2,16,-4.3,-14
CC(=O)c1ccc(OCCNS(=O)(=O)c2ccc(-n3cnnn3)cc2)cc1,-5,2,-8,-5.5,-2,-2,0.9,44,-0.1,-4
O=C(O)c1ccc(O)c2ncccc12,2,·,-2,-0.3,3,0,·,·,-0.5,·
CCN(CC)CCCn1c2c(c(SCC(=O)Nc3ccc4c(c3)OCO4)nc1=O)CCC2,11,6,-7,-0.2,-8,2,1.6,·,3.9,1
C=CC[C@@H](CC(=O)N(CCO)Cc1ccccc1)C(=O)N[C@@H](COC(=O)[C@@H](CC=C)Cc1ccc(F)cc1)Cc1ccccc1,2,-1,8,1.1,-2,-1,-2.0,·,-2.6,-1
COc1ccccc1/C=C/CN1CCCC(CCC(=O)NCc2ccccc2F)C1 (configuration not stated),4,5,-13,-2.5,1,1,2.9,22,-2.7,0
CC1(C)S[C@@H]2[C@H](NC(=O)COc3ccccc3)C(=O)N2C1C(=O)OCc1ccccc1 (some centres not stated),5,2,3,-3.3,-4,-1,3.5,·,-0.9,-5
CCc1ccc(NC(=O)Cn2ncc3c4ccccc4n(C)c3c2=O)cc1,14,-31,1,-1.9,4,7,-0.1,8,-1.8,3
COc1ccc(S(=O)(=O)N2CCOCC2)cc1NC(=O)COC(=O)CC1CC2CCC1C2 (configuration not stated),0,8,5,-2.3,0,-1,-3.4,·,0.5,-5
CC(=O)OCCNc1cc(N2CCN(C)CC2)c2noc3c2c1C(=O)c1ccccc1-3,9,-890,10,3.0,-100,5,·,22,-15,·
COc1ccc(-c2nnc(CSc3nc4ccccc4c(=O)n3C)o2)cc1OC,-3,13,·,0.3,-3,0,-4.7,-1,·,2
CCOC(=O)C1=C(O)C(Nc2nccs2)(C(F)(F)F)N=C1C (configuration not stated),8,-4,8,-0.6,-2,0,0.3,2,·,-5
COC(=O)c1ccc(/C=C/C(=O)O)cc1,-8,3,16,-0.4,1,0,-1.1,18,0.6,4
COc1ccc(S(=O)(=O)N2CCN(C(=O)CCC3CCCC3)CC2)cc1,-7,-3,9,-4.1,-17,4,-1.0,29,1.1,-11
O=C(NCc1ccccc1Cl)C1=CC=CN2CCS(=O)(=O)N=C12,11,-6,-30,-2.4,14,36*,-0.2,·,-1.7,-3
CN1C(=O)NC(NS(=O)(=O)c2ccc(N)cc2)(C(F)(F)F)C1=O (configuration not stated),-5,8,-9,0.3,-2,2,1.2,6,·,4
C#CCOCCOCCOCCNc1nc(N2CCN(C(=O)[C@H](CCC(=O)O)n3cc([C@@H](N)[C@H](C)CC)nn3)CC2)nc(N2CCN(C(=O)[C@H](CCCCN)n3cc([C@@H](N)CC(N)=O)nn3)CC2)n1,6,1,5,-3.7,-3,0,-0.6,·,-1.3,-3
CCCCN(C)C(=O)C1CCN(Cc2cccnc2)CC1,-20,3,-5,0.7,15,2,-0.6,26,0.9,-13
CC(C)(C)CC(C)(C)NC(=S)NC1CCN(Cc2ccccc2)CC1,4,5,-8,-1.9,-6,1,0.5,33,1.9,-7
Cc1cc(NC(=O)COC(=O)CNC(=O)c2cccs2)c([N+](=O)[O-])cc1C,-6,-4,15,0.1,-1,-1,-1.2,·,3.0,10
Cc1ccc(OCCN2CCN(C(=O)CCC(=O)Nc3nnc(CC(C)C)s3)CC2)cc1,17,1,2,-0.7,?,2,-1.4,21,·,-4
COc1cccc(CN(C)C(=O)c2cc(-c3ccc(OC)c(OC)c3)nc3ccccc23)c1,15,3,11,-5.1,-8,10,-0.9,22,-0.3,·
O=C(NCc1ccc2c(c1)OCO2)C1CCCN1C(=O)Nc1cccc(F)c1 (configuration not stated),1,2,12,-1.1,-23,-2,2.8,22,-0.6,4
C[C@H]1CN([C@@H](C)CO)S(=O)(=O)c2ccc(C3=CCCC3)cc2O[C@@H]1CN(C)C(=O)C1CCCCC1,5,-5,13,-1.0,1,0,·,·,-0.4&2.1&-7.5,·
CCCc1cc(Nc2ccccc2)n2ncnc2n1,-3,5,15,-1.6,12,1,0.1,4,1.7,3
Cc1ccn2c(NC3CCCC3)c(-c3ccsc3)nc2c1,-8,2,13,-1.2,-7,8,0.5,-15,-0.5,-6
CCOc1cccc(NC(=O)Cn2nc(-c3ccc4c(c3)OCCO4)ccc2=O)c1,6,-30,7,-1.7,9,0,3.7,8,-1.8,-32
CN(Cc1cnn(-c2ccc(F)cc2)c1)C(=O)[C@H]1O[C@@H](n2ccc(N)nc2=O)[C@H](O)[C@@H]1O,·,·,3,-0.2,7,-1,·,·,6.8,·
CC(C)NC(=O)Cn1cc(C#N)c2cc(Br)ccc21,10,3,-12,1.3,0,3,-3.0,-4,-3.0,-8
ON(Cc1c(F)cccc1Cl)Cc1c(F)cccc1Cl,-2,-1,3,-0.1,-3,1,0.1,8,0.7,-4
O=C(NCc1ccco1)c1ccc2c(c1)N(Cc1ccccc1)C(=O)CS2=O (configuration not stated),-16,7,-1,-4.2,-5,-1,0.0,16,1.1,-11
CCOC(=O)c1sc(NC(=O)CCC(=O)O)nc1C,-2,-13,-6,-0.8,2,-1,-0.3,-12,0.0,2
O=c1ncn(-c2ccccc2F)c2ncccc12,6,3,0,-1.0,4,-1,0.7,6,·,0
Cc1cnc(C(=O)OCC(=O)Nc2ccc(Oc3ccccc3)cc2)cn1,-11,-1,3,-1.8,3,-3,2.0,6,0.5,-13
CN(C)S(=O)(=O)N1CCN(c2ccc(Cl)cc2)CC1,9,5,-2,0.6,0,0,-0.5,18,-0.5,7
O=C(CF)NC(Nc1cccc2cccnc12)C(Cl)(Cl)Cl (configuration not stated),13,1,5,-1.7,-8,-4,2.2,6,·,2
O=C(NCCCN1CCOCC1)c1cc2c(s1)-c1ccccc1OC2,35*,1,-399,-2.4,1,+,2.3,0,-1.7,0

# Nothing new here: twelve of the compounds above.
SMILES,GDH-TPI inh,MazEF act,CCHFV vOTU inh,FadD28 FP inh,BoNT F protease,FBA Mtb inh,Mtb UGM inh,VHR inh abs,Mtb BioA inh,Rv3671c protease
Cc1ccn2c(NC3CCCC3)c(-c3ccsc3)nc2c1,-8,2,13,-1.2,-7,8,0.5,-15,-0.5,-6
CCOc1cccc(NC(=O)Cn2nc(-c3ccc4c(c3)OCCO4)ccc2=O)c1,6,-30,7,-1.7,9,0,3.7,8,-1.8,-32
CN(Cc1cnn(-c2ccc(F)cc2)c1)C(=O)[C@H]1O[C@@H](n2ccc(N)nc2=O)[C@H](O)[C@@H]1O,·,·,3,-0.2,7,-1,·,·,6.8,·
CC(C)NC(=O)Cn1cc(C#N)c2cc(Br)ccc21,10,3,-12,1.3,0,3,-3.0,-4,-3.0,-8
ON(Cc1c(F)cccc1Cl)Cc1c(F)cccc1Cl,-2,-1,3,-0.1,-3,1,0.1,8,0.7,-4
O=C(NCc1ccco1)c1ccc2c(c1)N(Cc1ccccc1)C(=O)CS2=O (configuration not stated),-16,7,-1,-4.2,-5,-1,0.0,16,1.1,-11
CCOC(=O)c1sc(NC(=O)CCC(=O)O)nc1C,-2,-13,-6,-0.8,2,-1,-0.3,-12,0.0,2
O=c1ncn(-c2ccccc2F)c2ncccc12,6,3,0,-1.0,4,-1,0.7,6,·,0
Cc1cnc(C(=O)OCC(=O)Nc2ccc(Oc3ccccc3)cc2)cn1,-11,-1,3,-1.8,3,-3,2.0,6,0.5,-13
CN(C)S(=O)(=O)N1CCN(c2ccc(Cl)cc2)CC1,9,5,-2,0.6,0,0,-0.5,18,-0.5,7
O=C(CF)NC(Nc1cccc2cccnc12)C(Cl)(Cl)Cl (configuration not stated),13,1,5,-1.7,-8,-4,2.2,6,·,2
O=C(NCCCN1CCOCC1)c1cc2c(s1)-c1ccccc1OC2,35*,1,-399,-2.4,1,+,2.3,0,-1.7,0
